# Bioassay records deposited in PubChem BioAssay by National Center for Advancing Translational Sciences (NCATS).
# AmpC detergent: inhibitors of E. coli AmpC beta-lactamase with detergent. P00811. AmpC hydrolysis of nitrocefin, absorbance 480 nm, 0.01% Triton. Potency, µM (titrated, usually from 114 µM), inactives show top-dose activity change, negative = inhibition, most hits filed as inhibitors. 0.041% of 370,000 active. AID 485294;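 also: potency is read from the fitted curve at half-maximal effect; 0% = no-compound wells and -100% = no-enzyme wells; nearly all actives have a fitted effect of over 25% in size; some results filed as inactive show a strong effect at the top dose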
# Target sequence (P00811 whole entry, looked up): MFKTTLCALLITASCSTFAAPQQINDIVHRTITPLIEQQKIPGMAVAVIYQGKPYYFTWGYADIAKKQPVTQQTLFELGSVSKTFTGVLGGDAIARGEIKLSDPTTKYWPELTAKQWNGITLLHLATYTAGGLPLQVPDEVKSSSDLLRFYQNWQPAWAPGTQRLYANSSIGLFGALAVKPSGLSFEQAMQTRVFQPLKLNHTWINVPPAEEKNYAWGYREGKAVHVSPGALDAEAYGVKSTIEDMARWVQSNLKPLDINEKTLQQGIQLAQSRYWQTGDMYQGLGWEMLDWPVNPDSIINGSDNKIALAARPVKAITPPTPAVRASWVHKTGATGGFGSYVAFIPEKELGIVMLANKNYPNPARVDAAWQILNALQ
#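 20 mM phosphate pH 7.0 + 0.01% (detergent screen) or 0.0001% Triton X-100; 5.3 nM AmpC reagent; cpd preinc 15 min RT; nitrocefin (800 uM stock) to start; A480 q20 s × 4 min; Activity was normalised to no-enzyme and no-compound control wells.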
# AmpC no deterg: AmpC beta-lactamase inhibition without detergent | 0.52% of 330,000 active | P00811 | AmpC nitrocefin hydrolysis, absorbance 480 nm, 0.0001% Triton | Potency, µM (highest dose often 57.1 µM), without a hit: at the highest dose activity change, negative = inhibition, hits mostly inhibitors;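 also: potency is read from the fitted curve at half-maximal effect; plate controls were no compound for no effect and no enzyme for full effect; nearly all actives have a fitted effect of over 20% in size; some results filed as inactive show a strong effect at the top dose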
#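 20 mM phosphate pH 7.0 + 0.01% (detergent screen) or 0.0001% Triton X-100; 5.3 nM AmpC reagent; cpd preinc 15 min RT; nitrocefin (800 uM stock) to start; A480 q20 s × 4 min; Activity was normalised to no-enzyme and no-compound control wells.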
# AMA1-RON2 inh: AMA1-RON2 (P. falciparum) interaction inhibition; Potency, µM (titrated, usually from 58.2 µM), for inactives: top-dose activity change, negative = inhibition, most hits filed as inhibitors; AlphaScreen AMA1-biotinylated RON2 peptide binding; 0.2% of 360,000 active;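 also: potency is read from the fitted curve at half-maximal effect; 0% = vehicle wells and -100% = peptide control; nearly all actives have a fitted effect of over 45% in size; some results filed as inactive show a strong effect at the top dose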
#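 AMA1 (3D7) with his tag at 25 nM final met compounds first, then biotinylated RON2 peptide at 25 nM; detection used donor plus acceptor beads, 10 µg/mL apiece, read by AlphaScreen after 30 min at room temperature.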
# HCMV antiviral: human cytomegalovirus inhibition | activity change, negative = inhibition, % at 57.5 µM | AID 1259415 | 4.5% of 410,000 active | HFF cells, HCMV-luciferase reporter, 72 h; stronger effect = lower value; in the data active = activity change below about -60%; inconclusive = no clear call, values can overlap the other calls; inactive = above about -39%
#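 Luciferase read-out from HCMV-luciferase-infected HFFs (MOI 1 PFU/cell) 72 h post infection at 37C; compounds added after 16 h cell attachment; activity normalized between buffer-only basal and Salinomycin (10uM) inhibitor controls.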
# LmPK inh: LmPK (Leishmania mexicana) enzyme inhibition; Q27686; purified LmPK, Kinase-Glo ATP luminescence, 1 h; Potency, µM (doses to about 57.5 µM), inactives show top-dose activity change, negative = inhibition, hits mostly inhibitors; 0.37% of 290,000 active; also: potency is read from the fitted curve at half-maximal effect
# Target sequence (Q27686 whole entry, looked up): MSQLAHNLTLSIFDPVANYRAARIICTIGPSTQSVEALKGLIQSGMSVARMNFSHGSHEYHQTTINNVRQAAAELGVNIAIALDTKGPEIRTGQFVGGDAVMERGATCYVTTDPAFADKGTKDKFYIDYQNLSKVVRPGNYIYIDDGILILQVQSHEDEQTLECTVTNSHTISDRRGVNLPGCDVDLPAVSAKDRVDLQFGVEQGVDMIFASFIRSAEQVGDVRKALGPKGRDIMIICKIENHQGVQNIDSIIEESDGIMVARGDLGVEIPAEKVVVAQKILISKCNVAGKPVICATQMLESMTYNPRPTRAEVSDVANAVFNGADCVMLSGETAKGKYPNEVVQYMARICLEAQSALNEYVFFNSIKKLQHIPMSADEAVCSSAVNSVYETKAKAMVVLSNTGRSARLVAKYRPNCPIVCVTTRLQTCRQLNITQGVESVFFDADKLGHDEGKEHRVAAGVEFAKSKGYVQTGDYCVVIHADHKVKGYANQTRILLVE
#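 qHTS format; LmPK 0.1 nM; substrates PEP 0.5 mM and ADP 0.1 mM. One-hour room-temperature incubation, then coupled luciferase luminescence; 0.5 nM enzyme wells mark activation.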
# TbPYK inhibitor: inhibitors of Trypanosoma brucei pyruvate kinase. Potency, µM (highest dose often 76.8 µM), without a hit: at the top dose activity, negative = inhibition, actives largely listed as inhibitors. TbPYK enzyme, Kinase-Glo Plus ATP luminescence, 45 min. AID 624173. 0.12% of 410,000 active. Q57TT1; also: potency is read from the fitted curve at half-maximal effect; nearly all actives have a fitted effect of over 50% in size
#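 Screened from lowest to highest concentration, compounds were pinned into TbPYK/substrate mixtures, and ADP (130 uM final) was added. Plates sat at room temperature for 45 min prior to Kinase-Glo Plus detection by luminescence.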
# Sm TGR block: inhibitors of Schistosoma mansoni thioredoxin glutathione reductase | Q962Y6 | Potency, µM (doses to about 114 µM), for the others: at the top dose activity change, negative = inhibition, usual class: inhibitors | purified TGR, DTNB reduction, TNB absorbance 405 nm | 3% of 360,000 active | AID 485364; also: potency is read from the fitted curve at half-maximal effect; nearly all actives have a fitted effect of over 60% in size
#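 First, TGR (20 nM dispensed) and NADPH were mixed with compound. Second, a 15 min room-temperature incubation followed. Third, further NADPH and then DTNB were added to start the reaction. Finally, TNB absorbance was monitored kinetically.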
# * hit, by the source's call; ? = inconclusive; . = no result given; [ ] = remark or other dose. Unless noted, calls follow the shape of the dose curve; as a rule, active = well fitted curve in the direction sought with a large enough effect; inconclusive = small, poorly fitted or top-dose-only effect, or another doubt; inactive = no such curve, though single readings can be large; an effect the other way counts as inactive or inconclusive. Unless noted, % is scaled to controls: 0 for no effect and ±100 for the full control effect.
SMILES,AmpC detergent,AmpC no deterg,AMA1-RON2 inh,HCMV antiviral,LmPK inh,TbPYK inhibitor,Sm TGR block
CN(Cc1ccccc1)C(=O)[C@@H]1CCCN1C(=O)[C@@H]1CCCN1C(=O)c1ccccc1,.,.,4.1%,-10.7,.,-8.0%,.
O=C(CN1CCN(Cc2ccccc2Cl)CC1)N/N=C/c1ccccn1,1.8%,43.8%,42.2%[activator],9.3,-1.3%,-8.4%,-31.0%
O=C(CSC(=S)N1CCCC1)N(Cc1nnc(-c2ccccc2Cl)o1)C1CC1,3.5%,70.3%[activator],-1.7%[11.6 µM],0.0,.,-0.4%,1.3%
CCC1CCCN1Cn1cnc2c([nH]c3ccccc32)c1=O (stereo not drawn),-13.7%,-8.9%,-2.2%,10.0,-3.9%,-7.1%,-3.7%
Cc1ccc(C2(C(F)(F)F)NC(=O)N3CCCN=C3S2)cc1 (stereo not drawn),-5.4%,-4.5%,-4.6%,8.9,-1.2%,-17.6%,-1.2%
COc1ccc2c(c1)c(C(C)=O)c(C)n2-c1ccccc1,0.0%,-0.1%,-9.0%,-1.1,17.9%,-7.8%,-20.9%
CC(C)c1csc(CN2CCC(C(=O)Nc3cccc(-c4ccco4)c3)CC2)n1,.,.,-16.4%,50.9,.,-15.6%,.
CN(CC(=O)NNC(=O)c1cccnc1)S(=O)(=O)c1cc(Cl)ccc1Cl,1.0%,-10.2%,44.7%[activator],5.9,2.8%,6.1%,-0.4%
O=C(Nc1ccccc1Cl)c1cc(C2CCCCN2S(=O)(=O)c2ccc(F)cc2F)on1 (stereo not drawn),.,.,-6.3%,?,.,-0.4%,.
O=C(CCC(=O)Nc1ccc(Br)cc1)N/N=C/c1cc([N+](=O)[O-])ccc1O,-0.5%,-30.1%,14.6%,49.7,9.7%,-8.2%,7.3%
CC(c1ccco1)N(C(=O)c1ccc(S(=O)(=O)N2CCCCC2)cc1)c1ccccn1 (stereo not drawn),-0.3%,66.7%[activator],10.4%,-14.3,6.0%,0.2%,9.8%
CNC(=O)c1sc(SC)cc1-c1ccc(Cl)cc1,-2.6%,-9.8%,-4.2%,-17.2,0.3%,-0.5%,0.0%
O=C(Nc1cccc(S(=O)(=O)N2CCCCCC2)c1)c1cncc(Br)c1,.,-2.9%,-1.6%,-22.2,.,-2.0%,.
COCCCN(C(=O)c1cc2c(s1)CCCCC2)c1c(N)n(Cc2ccccc2)c(=O)[nH]c1=O,?,203.4%[activator],-12.3%,-39.1,.,4.2%,-4.2%
Cc1cc(C)c2c(=O)cc(C(=O)Nc3sc4c(c3C(=O)NCC3CCCO3)CCCC4)oc2c1 (stereo not drawn),1.5%,.,.,-0.9,.,-0.6%,9.8%
OCCN1CCN(c2nc(-c3ccccc3)nc3c2oc2ccccc23)CC1,-6.9%,132.3%[activator],-6.4%,113.7,2.9%,-1.2%,10.1%
C[C@@H]1CN([C@H](C)CO)C(=O)c2cc(NS(=O)(=O)c3ccc(F)cc3)ccc2O[C@@H]1CN(C)Cc1ccc(Cl)c(Cl)c1,.,149.4%[activator],-0.4%,-19.3,.,6.2%,.
O=C(Cn1c(C(=O)O)cc2ccccc21)c1ccccc1,?,-4.2%,1.7%,20.0,-1.4%,-2.1%,-7.0%
CN1CCN(C(=O)c2cnn(-c3ccccc3)c2NC(=O)c2ccc(Br)cc2)CC1,.,.,-14.3%,8.4,.,-3.5%,.
COc1ccc2c(c1)c(N=O)c(O)n2C,?,-7.8%,0.0%,136.3,-5.8%,1.1%,1.5%

# Single records, from the list above. Values in the order: AmpC detergent	AmpC no deterg	AMA1-RON2 inh	HCMV antiviral	LmPK inh	TbPYK inhibitor	Sm TGR block
# `CC(C)c1csc(CN2CCC(C(=O)Nc3cccc(-c4ccco4)c3)CC2)n1` is entered as .	.	-16.4%	50.9	.	-15.6%	.
# `CCC1CCCN1Cn1cnc2c([nH]c3ccccc32)c1=O` (stereo not drawn) is entered as -13.7%	-8.9%	-2.2%	10.0	-3.9%	-7.1%	-3.7%

# Continued.
SMILES,AmpC detergent,AmpC no deterg,AMA1-RON2 inh,HCMV antiviral,LmPK inh,TbPYK inhibitor,Sm TGR block
O=C1CCCN1CCCNS(=O)(=O)c1ccccc1,2.5%,-11.1%,115.4%[activator],-23.0,2.0%,-12.6%,-1.7%
CCC(OC(=O)CN1C(=O)c2ccccc2C1=O)C(=O)NC1CCCC1 (stereo not drawn),5.8%,-2.8%,2.2%,-25.2,-10.9%,-8.4%,-2.4%
CC1(C)Cc2c(sc3ncn4nc(-c5ccco5)nc4c23)CO1,.,.,21.6%,5.2,.,-2.4%,.
O=C(COC(=O)c1ccc2c(c1)C(=O)N(Cc1ccco1)C2=O)NCC(F)(F)F,-1.8%,-5.0%,?,-34.2,0.1%,-0.7%,-28.1%
O=C(NCCS(=O)(=O)N1CCN(c2ccccc2F)CC1)c1ccc(Br)cc1,-1.3%,-11.0%,3.5%,-19.2,0.9%,14.5%,1.8%
CC(C)(C)NC(=O)NC12CC3CC(CC(C3)C1)C2,-0.3%,-25.8%,5.8%,7.6,-9.7%,6.0%,1.4%
COc1cc2[nH]c(C(=O)N3CCC4(CC3)OCCO4)cc2c(OC)c1OC,1.6%,14.4%,-4.5%,11.5,6.8%,6.8%,3.3%
CCCCCc1c(C)[nH]c2nc3ccccc3n2c1=O,-5.5%,-21.5%,2.3%,-34.7,-7.2%,-0.4%,53.8%[activator]
COCCN(C(=O)c1snc(C(N)=O)c1N)C(C(=O)NC1CCCCC1)c1ccc(F)cc1 (stereo not drawn),3.5%,-13.1%,-5.0%,-12.8,-2.0%,1.8%,-1.4%
Cc1cccc(NC(=O)c2ccc3oc(=O)c(S(=O)(=O)c4ccc(F)cc4)cc3c2)c1C,19.4%,.,.,46.3,.,-1.0%,16.3%
Cc1csc2c(=O)n(CCO)c(=O)[nH]c12,1.7%,-16.1%,6.4%,4.7,1.4%,-5.0%,8.0%
Cc1nn(-c2ccccc2)c(C)c1NC(=O)COC(=O)c1cc(Cl)ccc1O,-15.8%,17.3%,9.3%,9.6,.,5.7%,0.1%
CCOc1ccc(S(=O)(=O)c2cn(C)c3ccccc3c2=O)cc1,10.5%,.,.,19.4,.,-0.7%,4.8%
COc1ccc(CCNC(=O)C(=O)NCC(c2ccc3c(c2)OCO3)N2CCOCC2)cc1 (stereo not drawn),3.2%,.,.,10.4,.,8.6%,6.1%
O=C(c1cccc(N2CCCC2=O)c1)N1CCN(c2cccc(Cl)c2)CC1,3.6%,124.5%[activator],-0.2%,.,0.1%,-9.5%,-13.4%
O=C1NC(=O)/C(=C/c2ccccc2Cl)N1,-6.4%,-16.2%,0.9%,-27.6,-2.1%,-10.0%,-15.0%
CC1CCCCC1NC(=O)C1CCC(CNS(=O)(=O)c2cccc3cccnc23)CC1 (stereo not drawn),-0.2%,-2.7%,-3.3%,?,-0.7%,-0.8%,-7.5%
COC(=O)c1ccccc1NC(=O)Cn1c(=O)n(CCC(=O)NCc2ccccc2OC)c(=O)c2ccccc21,20.5%,.,.,14.1,.,3.2%,3.5%
Nc1nonc1-c1nc2ccccc2n1CC(=O)N1CCN(c2ccc(F)cc2)CC1,?,-36.4%,-10.8%,-35.3,-1.9%,-7.7%,-9.3%
CCCCN(C(=O)Cc1cccs1)c1nnc(-c2cccnc2)s1,-16.4%,-12.2%,-5.8%,-3.2,-2.2%,-1.4%,-9.8%
Cc1ccccc1NC(=O)C1C2CC/C=C\CCC21 (stereo not drawn),?,-57.5%,15.5%,-28.6,-4.3%,0.0%,-14.4%
CCCCn1c(-c2nn(C)c(C)c2Cl)n[nH]c1=S,-12.7%,70.3%[activator],-7.7%,-19.9,?,?,9.3%
O=C(Cn1cnc2ccccc21)N/N=C/c1ccco1,-13.7%,-7.8%,16.6%,42.9,-6.9%,0.1%,-11.4%
COc1ccc(/C(N)=N/OC(=O)Cc2ccc(OC)c(OC)c2)cc1,-1.0%,99.9%[activator],-0.6%,-90.0*,6.0%,-3.0%,-4.2%
COc1cccc(CNC(=O)C2CCN(S(=O)(=O)c3ccc(F)cc3)CC2)c1,-1.8%,2.4%,-1.0%,-36.2,-2.1%,3.7%,0.5%
COc1ccc(CNc2nc(-c3ccccc3)nc3ccccc23)cc1OC,-2.0%,35.6%,-17.9%,29.6,4.2%,3.7%,8.5%
COc1ccc(OC)c(-c2csc(NC(=O)COC(=O)C3CC3)n2)c1,-7.5%,-32.9%,-4.2%,14.1,.,-0.1%,-0.2%
CN(C(=O)CSc1nnc(Cc2cccc3ccccc23)n1N)C1CCS(=O)(=O)C1 (stereo not drawn),-5.8%,-6.5%,19.3%,23.0,1.6%,-18.7%,2.8%
COC(=O)C1=C(C)Nc2nnnn2C1c1ccc(Cl)cc1Cl (stereo not drawn),0.2%,-12.1%,-5.0%,-16.7,-0.3%,-3.0%,3.2%
O=C(O)Cc1ccc(N=Cc2c(O)ccc3ccccc23)cc1,-12.6%,-24.1%,5.5%,10.7,-8.2%,-6.6%,-26.0%

# The final 2 entries of the section above open the next one:
SMILES,AmpC detergent,AmpC no deterg,AMA1-RON2 inh,HCMV antiviral,LmPK inh,TbPYK inhibitor,Sm TGR block
COC(=O)C1=C(C)Nc2nnnn2C1c1ccc(Cl)cc1Cl (stereo not drawn),0.2%,-12.1%,-5.0%,-16.7,-0.3%,-3.0%,3.2%
O=C(O)Cc1ccc(N=Cc2c(O)ccc3ccccc23)cc1,-12.6%,-24.1%,5.5%,10.7,-8.2%,-6.6%,-26.0%
CC(C)(C)OC(=O)N1CCC(C(=O)Nc2cccc(C(=O)N3CCCCC3)c2)CC1,.,.,-0.4%,12.3,.,0.3%,.
CSc1ccccc1C(=O)Nc1cc(C)cc(C)c1,3.5%,-32.9%,-4.0%,-10.4,-4.1%,1.4%,-23.7%
O=C(Nc1nc2ccccc2[nH]1)c1cc2ccccc2o1,3.8%,-16.1%,68.5%[activator],27.5,-10.6%,2.5%,.
O=C(COC(=O)C1CCN(C(=O)Nc2ccccc2)CC1)NCC(F)(F)F,3.7%,-13.2%,23.4%,?,2.9%,-0.8%,-1.9%
CC1(C)CC(C2N3CC4(C)CN2CC(C)(C3)C4=O)CCO1 (stereo not drawn),-14.0%,87.7%[activator],10.8%,-24.1,3.5%,4.0%,2.1%
C[C@H]1CN([C@@H](C)CO)C(=O)c2cc(NC(=O)C3CCCCC3)ccc2O[C@H]1CN(C)Cc1ccc(-c2ccccc2)cc1,.,223.5%[activator],-20.6%,50.7,.,-1.2%,.
C/C(=N\N=C\c1ccccc1F)c1nnn(-c2nonc2N)c1C,-11.6%,-20.2%,2.1%,31.2,2.0%,1.4%,-11.6%
